# AmpC det inh: AmpC beta-lactamase inhibition, detergent assay; P00811; purified AmpC, nitrocefin hydrolysis with detergent; Potency, µM (doses to about 28.7 µM), for the others: top-dose activity change, negative = inhibition; 0.09% of 71,000 active; active means well fitted curve in the direction sought with a large enough effect
# Target sequence (P00811 whole entry, looked up): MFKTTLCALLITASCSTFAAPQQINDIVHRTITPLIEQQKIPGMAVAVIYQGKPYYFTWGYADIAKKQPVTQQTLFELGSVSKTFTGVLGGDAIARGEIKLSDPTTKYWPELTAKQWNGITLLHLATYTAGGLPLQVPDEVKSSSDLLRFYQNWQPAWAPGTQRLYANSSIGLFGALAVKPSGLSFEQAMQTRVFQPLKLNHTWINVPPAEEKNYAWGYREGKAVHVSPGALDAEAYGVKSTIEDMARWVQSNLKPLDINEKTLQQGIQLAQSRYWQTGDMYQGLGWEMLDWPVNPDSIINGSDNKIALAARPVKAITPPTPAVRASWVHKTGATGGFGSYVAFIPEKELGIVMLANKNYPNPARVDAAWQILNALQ
#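 E. coli AmpC (5.3 nM) in 20 mM phosphate pH 7.0 with 0.01% Triton X-100, preincubated 15 min RT with compound; nitrocefin (2 uL of 800 uM stock) hydrolysis followed by 480 nm absorbance every 20 s over 4 min.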
# * marks the source's active call; other numbers are inactive results; [ ] = remark or other dose. On the % scale 0 is the no-effect control and ±100 the full control effect; potency means the concentration at half of the fitted maximal effect.
SMILES,AmpC det inh
COCCN1Cc2cccc(C(=O)Nc3cccc(OC)c3)c2C1=O,0%
CCN(CCCNC(=O)CCc1nc(-c2ccc(OC)cc2)no1)c1cccc(C)c1,-4%
CCOC(=O)C1=C(C)NC(=O)NC1c1ccc(OCC(=O)OC)c(OC)c1 (stereo unspecified),8%
COCc1nc2ccccc2n1Cc1ccc(Br)cc1,-4%
Cc1cc(C(=O)CNCc2ccco2)c(C)n1-c1ccc(F)cc1,-3%
CC(C)NC(=O)c1ccc(-c2ccccc2C(F)(F)F)o1,-3%
CC(=O)Nc1cccc(NC(=O)C2CCCN2C(=O)Nc2ccc(Cl)cc2)c1 (stereo unspecified),12%
Cc1ccccc1CN1CCN(S(=O)(=O)c2ccc(F)cc2)CC1,-1%
Nc1nonc1-c1nc2ccccc2n1CC(=O)N1CCCCC1,1%
CCOC(=O)c1cc2c(=O)n3ccccc3nc2n(C(C)C)c1=NC(=O)c1ccncc1,-3%
Cc1ccc(S(=O)(=O)Nc2cc(C(=O)NCCN(C)C)ccc2N2CCCCC2)cc1,-6%
Cc1ccc(-c2noc(CCC(=O)Nc3ccc(C)cn3)n2)cc1,-3%
O=C(Nc1cccc(Cl)c1)N(CCN1CCOCC1)Cc1cccc(Cl)c1,-2%
O=C(CCSc1nc2ccccc2o1)N1CCOCC1,-3%
COCCOC(=O)C1=C(C)NC2=C(C(=O)CC(C)(C)C2)C1c1ccc(N(C)C)cc1 (stereo unspecified),-1%
CC(C)C1C(C#N)=C(N)Oc2n[nH]c(-c3cccs3)c21 (stereo unspecified),6%
Cn1cnc(S(=O)(=O)NCc2cccs2)c1,-3%
Cc1nc(CSc2nnc(C)s2)cs1,-1%
CCn1c(O)c(C=NCCc2c[nH]c3ccccc23)c(=O)[nH]c1=O,-1%
CC(=O)N1c2ccccc2C(=O)C1N1CCCCC1 (stereo unspecified),8%
CN1CCN(CCCn2cnc3c(=O)oc4ccccc4c32)CC1,-4%
CCOC(=O)C1=C(C)NC(C)=C(C(=O)OCC)C1C(=O)OCC(=O)N1CCCCC1CC (stereo unspecified),18%
O=C(O)C1CCCCC1C(=O)N1CC=C(c2ccccc2)CC1 (stereo unspecified),12%
CNCCCc1[nH]nc(N)c1C#N,-3%
COc1ccccc1Oc1c(C)oc2cc(OC(=O)c3ccco3)ccc2c1=O,0%
# Additional records.
SMILES,AmpC det inh
CCCCC(c1nnnn1CC1CCCO1)N1CCN(c2nc3ccccc3s2)CC1 (stereo unspecified),0%
O=C(O)C1C2C=CC3(CN(Cc4ccco4)C(=O)C13)O2 (stereo unspecified),7%
COc1cccc(N2C(=O)C3C(C2=O)C2C=CC3C23CC3)c1 (stereo unspecified),7%
COC(=O)CN1C(=O)C(O)(CC(=O)c2ccc(Br)cc2)c2ccccc21 (stereo unspecified),11%
Cc1ccc(S(=O)(=O)N2CCCC(C(=O)NCC3COCCO3)C2)cc1 (stereo unspecified),-4%
Cc1cc2oc(=O)cc(C)c2cc1NC(=O)CCC(=O)O,-3%
CC1=C(C)C(=O)N(c2ccc(C(=O)O)cc2)C1=O,-1%
COc1ccc(CN(C)CC(=O)c2c(N)n(Cc3ccccc3)c(=O)n(C)c2=O)c(OC)c1,-3%
O=C(NCc1ccco1)C1Cc2ccccc2CN1S(=O)(=O)c1ccccc1F (stereo unspecified),9%
COc1cc2cc3c4c(cc(OC)c(OC)c4c2cc1OC)CCN3C,1%
CCCOc1ccc(CC(=O)NCc2ccco2)cc1OC,-6%
O=C1C/C(=C/NCc2ccccc2)C(=O)N1,-3%
C=CC[C@H](N)C(=O)O,-1%
O=c1c(-c2ccccc2)nc2cnc(N3CCOCC3)nc2n1CCc1ccccc1,2%
COc1ccc(N2CCN(S(=O)(=O)c3cccc4cccnc34)CC2)cc1,23%
CCOc1ccc(-c2nnc(NC(=O)CCCOc3cccc(C)c3)o2)cc1,11%
Cc1cccc2sc(NC(=O)CN(C)S(=O)(=O)c3ccc(Br)s3)nc12,4%
C=CCn1c(SCc2nc3ccccc3[nH]2)nnc1-c1ccccn1,14%
O=C(Nc1ccccc1C(=O)O)c1ncn[nH]1,9%
O=C(O)c1c[nH]c2cc(OCc3ccccc3)ccc2c1=O,-7%[5.75 µM]
COC(=O)C1=C(O)CSC1=Nc1cccc(C(F)(F)F)c1,8%
CC(=O)OC(C)C,8%
Cc1ccc(C)c2[nH]c(=O)c(CN(CCCN(C)C)C(=O)NCc3ccccc3)cc12,-2%
CCn1cc(C(=O)O)c(=O)c2cnc(N3CCN(C(=O)Nc4ccccc4)CC3)nc21,-2%
O=S(=O)(Nc1ccc2c(c1)nc1n2CCN(Cc2ccccc2)C1)c1ccc(Cl)cc1,-1%
# Continued.
SMILES,AmpC det inh
CCOc1c(Br)cc(C(N)=O)cc1OC,-6%
CCOc1ccc(NC(=O)c2cnc3scc(C)n3c2=O)cc1,12%
CCOC(=O)C1=C2SCCN2C(=O)C(C#N)C1(C)C (stereo unspecified),1%
Cc1ccc(-c2nc(CS(=O)CC(=O)NC3CCCC3)c(C)o2)cc1 (stereo unspecified),15%
Cn1cccc1C(=O)OCc1csc(-c2ccccc2)n1,-6%
CCCCOc1ccc(C(C)NC(=O)C2CCCN(S(=O)(=O)CC)C2)cc1 (stereo unspecified),2%
O=C(C1CCN(S(=O)(=O)c2cccc3cccnc23)CC1)N1CCN(c2ccccc2)CC1,6%
c1ccc(-c2nnc3sc(-c4ccncc4)nn23)cc1,-1%
COc1ccc(NC(=O)CSc2nnc(Cc3ccccc3)o2)c(OC)c1,1%
O=C1C2ON(c3ccc(Br)cc3)C(c3cccnc3)C2C(=O)N1C1CCCCC1 (stereo unspecified),-4%
Cc1cc(S(=O)(=O)NCC(=O)O)ccc1F,-5%
COc1ccc(S(=O)(=O)N2CCC(C(=O)N3CCc4ccccc4C3)CC2)cc1,-2%
O=C(c1cccc(Cl)c1)N1CCCC(C(=O)N2CCCCCC2)C1 (stereo unspecified),-2%
COc1cccc(-c2cncnc2Nc2ccccc2)c1,-2%
CCOC(=O)N1CCC(NC(=O)C2CCN(S(=O)(=O)c3cnc[nH]3)CC2)CC1,-4%
Cc1cc(SCC(=O)c2ccccc2)n2nc(C)nc2n1,10%
COc1ccc(C(=O)NCc2cccnc2)cc1OC,8%
Cc1ccccc1NC(=O)N1CCCC(c2nc(-c3ccc(C(C)C)cc3)no2)C1 (stereo unspecified),-6%
N#Cc1c(N)sc(=S)c2c1CCCC2,7%
CC(C)(C)OC(=O)NCCc1nnc(SCC(=O)c2ccc(Cl)cc2)o1,-1%
O=C(NCc1ccccn1)c1cc2n(n1)C(C(F)(F)F)CC(c1ccco1)N2 (stereo unspecified),-15%
Cc1cc(C)n2c(SC/C(O)=C(\C#N)c3nc4ccccc4[nH]3)nnc2n1,-4%
Cc1nc(NC2=NCN(CC3CCCO3)CN2)nc2ccccc12 (stereo unspecified),-7%
Cc1cc(=O)n(-c2ccccc2)n1C,-4%[12.8 µM]
CCn1c(=O)cc(OCC(=O)NCCC(C)C)c2ccccc21,6%

# Reprinted from the part before: three compounds, then new ones.
SMILES,AmpC det inh
Cc1nc(NC2=NCN(CC3CCCO3)CN2)nc2ccccc12 (stereo unspecified),-7%
Cc1cc(=O)n(-c2ccccc2)n1C,-4%[12.8 µM]
CCn1c(=O)cc(OCC(=O)NCCC(C)C)c2ccccc21,6%
CCC(=O)N1CCc2cc(S(=O)(=O)CCC(=O)NCCC3=CCCCC3)ccc21,-1%
O=C(NCc1cccnc1)C1CC(=O)N(c2ccc(F)cc2)C1 (stereo unspecified),3%
COc1ccc2c(c1)CCC1[C@@H]2CCC2(C)[C@@H](NCCCCCCN3C(=O)C=CC3=O)CC[C@@H]12 (stereo partly specified),-2%
CCCCCn1c(C(C)NC(=O)CCC)nc2ccccc21 (stereo unspecified),11%
COc1ccc(NS(=O)(=O)c2ccc(NC(C)=O)cc2)cc1OC,8%
COc1cc2nc(CN3C(=O)c4ccccc4C3=O)oc(=O)c2cc1OC,-2%
CC1CCCCN1CCn1cnc2c([nH]c3ccccc32)c1=O (stereo unspecified),13%
Cc1c(C(=O)NCCC2=CCCCC2)oc2ccc(S(=O)(=O)N3CCC4(CC3)OCCO4)cc12,-4%
CCNC(=O)CP(=O)(c1ccccc1)c1ccccc1,0%
O=C(CSc1ccc2nnc(-c3ccccn3)n2n1)Nc1ccc2c(c1)OCO2,11%
CCN(c1cccc(C)c1)S(=O)(=O)c1ccc2c(c1)CCN2C(C)=O,-4%
CCCCNC(=O)C(NS(=O)(=O)c1cccc2nsnc12)c1ccccc1 (stereo unspecified),-3%
CCn1c(Sc2ccc(N)cc2Cl)nc2ccccc21,-4%
CC(Sc1cccc2cccc(C(=O)O)c12)C(=O)O (stereo unspecified),-5%
O=c1c(-c2ccc(F)cc2)nc2cnc(N3CCOCC3)nc2n1-c1ccccc1,-3%
O=C1C2CCN(CC2)C1(CO)CO,-1%[5.75 µM]
CCC(=O)N(Cc1ccco1)c1nc(-c2ccccc2)cs1,3%
COCCn1c(SCC(=O)Nc2cccc(C)c2)nnc1C(C)C,-4%
COc1ccccc1OCC(=O)OCC(=O)NCCN1C(=O)CSC1=O,-2%
Cn1c(=O)cc(OCCCC(=O)Nc2ccccn2)c2ccccc21,-3%
CN(C)c1ccc(-c2ccc3ncnc(NC4CC4)c3c2)cc1,11%
CSCCC(NS(=O)(=O)c1ccc2c(c1)oc(=O)n2C)C(=O)NC1CCCCC1 (stereo unspecified),7%
Brc1ccc(-c2nc(-c3ccncc3)no2)o1,-9%
CCOC(=O)C1(C)NC(c2ccc(N(C)C)cc2)C2C(=O)N(CC)C(=O)C21 (stereo unspecified),1%
O=C(c1ccccc1)N1CCCC(c2nc3c(nnn3Cc3ccccc3)c(=O)[nH]2)C1 (stereo unspecified),-1%
# Next results follow:
SMILES,AmpC det inh
COC(=O)c1sc(=S)n(-c2ccccc2)c1N,-1%
COc1cccc(CC(=O)NCC2COc3ccccc3O2)c1OC (stereo unspecified),7%
Cc1ncc([N+](=O)[O-])n1C[C@H](O)CCl,1%[12.8 µM]
O=C(Nc1nc2c(s1)CCCC2)c1ccc(Br)o1,9%
CCCCCSc1nc2c(cnn2-c2ccccc2)c(=O)[nH]1,7%
O=c1cc(CSc2nnnn2-c2ccccc2)[nH]c2[nH]n(-c3ccccc3)c(=O)c12,-2%
CC(C)(C)NC[C@H](O)c1ccc(O)c(CO)c1,-2%
O=C(c1cc(C(F)(F)F)cc(C(F)(F)F)c1)N1CCC[C@@]2(CCN(c3ccncc3)C2)C1,-2%
O=C1CC(c2cccs2)Sc2nc3ccccc3n21 (stereo unspecified),-2%
CCC(=O)N1CCc2cc(S(=O)(=O)CCC(=O)Nc3ccc(C)c(F)c3)ccc21,-2%
CC(=O)N1CCC2(CC1)C(C#N)=C(N)Oc1n[nH]c(CSc3ccc(C)cc3)c12,-2%
COc1cccc(NC(=O)Cn2c(=O)n(CCCC(=O)NCc3ccco3)c(=O)c3ccccc32)c1,9%
c1cncc(-c2ccc3ncnc(NCCN4CCOCC4)c3c2)c1,11%
CCNC(=O)NC(=O)CSc1ccc(NC(C)=O)cc1,3%
Nc1nc(N)c(Cn2ccnc2)c(=O)[nH]1,0%[5.75 µM]
CCCCN1C2CCCC1CC(NC(=O)c1ccc(OC)c(OC)c1)C2 (stereo unspecified),10%
CCc1cc2ccc(C)cc2nc1SCC(=O)N1CCN(C(=O)c2ccco2)CC1,6%
CCCCN1Cc2cc(C(=O)c3cc(F)ccc3O)cnc2NC1=O,-6%
COc1ccc(-c2coc3cc(O)cc(O)c3c2=O)cc1,-2%
Cc1ccc(CN(CC(=O)NCCc2ccccc2)C(=O)CCCC(=O)Nc2cc(C)on2)cc1,11%
CCOC(=O)CSc1nnc(CNc2ccc(Cl)cc2)n1-c1ccccc1,-3%
CC(C)(C)c1ccc(SCC(N)=O)cc1,-8%
O=C(Cc1cccs1)Nc1nnc(CCc2ccccc2)s1,-3%
N#Cc1c(/N=C/c2ccco2)sc2c1CCC2,1%
Cn1ccnc1SCc1cc(=O)[nH]c2ccccc12,-7%
# (cont.)
SMILES,AmpC det inh
COc1ccccc1N1CCN(S(=O)(=O)c2ccc(Cl)s2)CC1,0%
CCOC(=O)c1sc(NC(NC(=O)c2ccco2)(C(=O)OC)C(F)(F)F)nc1C (stereo unspecified),1%
O=C(CSc1ncc(-c2ccc(F)cc2)[nH]1)Nc1cccc(O)c1,11%
COc1ccc(-c2nc(S(=O)(=O)c3ccc(C)cc3)c(N3CCCC3)o2)cc1,-4%
Cn1c(SCc2ccccc2)nnc1-c1ccncc1,-5%
O=C(Nc1ccc(S(=O)(=O)Nc2ccc(Cl)cc2)cc1)C1CCCO1 (stereo unspecified),-2%

# Structures above that have a furan ring, fused or not (15):
SMILES,AmpC det inh
Cc1cc(C(=O)CNCc2ccco2)c(C)n1-c1ccc(F)cc1,-3%
CC(C)NC(=O)c1ccc(-c2ccccc2C(F)(F)F)o1,-3%
COc1ccccc1Oc1c(C)oc2cc(OC(=O)c3ccco3)ccc2c1=O,0%
O=C(O)C1C2C=CC3(CN(Cc4ccco4)C(=O)C13)O2 (stereo unspecified),7%
O=C(NCc1ccco1)C1Cc2ccccc2CN1S(=O)(=O)c1ccccc1F (stereo unspecified),9%
CCCOc1ccc(CC(=O)NCc2ccco2)cc1OC,-6%
O=C(NCc1ccccn1)c1cc2n(n1)C(C(F)(F)F)CC(c1ccco1)N2 (stereo unspecified),-15%
Cc1c(C(=O)NCCC2=CCCCC2)oc2ccc(S(=O)(=O)N3CCC4(CC3)OCCO4)cc12,-4%
CCC(=O)N(Cc1ccco1)c1nc(-c2ccccc2)cs1,3%
Brc1ccc(-c2nc(-c3ccncc3)no2)o1,-9%
O=C(Nc1nc2c(s1)CCCC2)c1ccc(Br)o1,9%
COc1cccc(NC(=O)Cn2c(=O)n(CCCC(=O)NCc3ccco3)c(=O)c3ccccc32)c1,9%
CCc1cc2ccc(C)cc2nc1SCC(=O)N1CCN(C(=O)c2ccco2)CC1,6%
N#Cc1c(/N=C/c2ccco2)sc2c1CCC2,1%
CCOC(=O)c1sc(NC(NC(=O)c2ccco2)(C(=O)OC)C(F)(F)F)nc1C (stereo unspecified),1%

# Bioassay records: PubChem, National Center for Advancing Translational Sciences (NCATS)

# The list is partial; rates above refer to the full screens.
